GlmU inhibition = inhibition of mycobacterial GlmU enzyme – biochemical, glucosamine-1-phosphate acetyltransferase (AID 1376); inhibition, %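 (tested at 30 µM in the primary screen)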; hits with a dose series show IC50 in µM; 220,000 compounds, 0.25% hits; M. tuberculosis GlmU acetyltransferase enzyme assay; higher % means a stronger effect; in the data active = inhibition above about 13%;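 also: 0% = complete reaction with vehicle and 100% = reaction without substrate; strong numbers were not always called active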
RmlCD inh 1536 = inhibitors of Mycobacterium tuberculosis RmlC and RmlD coupled enzymes | RmlC+RmlD coupled enzyme assay, percent inhibition; primary screen in compound mixtures | P9WH09+P9WH11 | AID 1533 | inhibition, % at 3.6 µM | 160,000 compounds, 0.03% hits; in the data active = inhibition mostly above about 34%, no sharp cut-off; also: some results filed as inactive read as strong as hits
Target sequence (P9WH09 whole entry, looked up): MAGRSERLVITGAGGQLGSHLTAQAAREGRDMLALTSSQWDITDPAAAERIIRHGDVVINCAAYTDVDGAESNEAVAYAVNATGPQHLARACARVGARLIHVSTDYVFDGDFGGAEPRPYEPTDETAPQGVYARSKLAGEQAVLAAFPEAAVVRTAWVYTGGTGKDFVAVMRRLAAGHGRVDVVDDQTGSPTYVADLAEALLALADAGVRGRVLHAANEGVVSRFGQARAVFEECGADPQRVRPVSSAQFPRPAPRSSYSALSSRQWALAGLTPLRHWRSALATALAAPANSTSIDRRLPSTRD
Target sequence (P9WH11 whole entry, looked up): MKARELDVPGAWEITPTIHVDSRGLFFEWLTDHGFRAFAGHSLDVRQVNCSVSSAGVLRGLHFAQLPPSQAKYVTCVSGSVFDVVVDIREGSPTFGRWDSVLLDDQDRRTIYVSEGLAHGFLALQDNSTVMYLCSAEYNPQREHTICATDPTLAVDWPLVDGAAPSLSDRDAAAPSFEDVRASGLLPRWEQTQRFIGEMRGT
Starred values were filed as active, the others as inactive; nt = no result given; ! = not active in a repeat.

SMILES	GlmU inhibition	RmlCD inh 1536
Cc1ccc(C(c2nnnn2C2CCCCC2)N2CCc3ccccc32)cc1 (stereo not given)	-6.8%	7
Cc1nn(-c2ccccc2)c(N2CCCC2)c1/C=N/NC(=O)c1cccc(S(=O)(=O)Nc2ccc(Cl)cc2)c1	-1.3%	1
CCOC(=O)C1(CCOc2ccccc2)CCN(Cc2ccc3nonc3c2)CC1	5.3%	nt
CCOC(=O)c1c(NC(=O)CNCCOC)sc2c1CCCC2	3.4%	nt
Cc1cc(C)cc(NC(=O)c2cc(Cl)sc2Cl)c1	-1.6%	8
N#CCCN(Cc1cccnc1)C(=S)NC(=O)c1ccco1	2.3%	5
CN1CCN(c2c(F)cc([N+](=O)[O-])c(N)c2Br)CC1	-2.0%	8
Cc1cc(Nc2cc(F)ccc2C)n2ncnc2n1	-2.9%	-2
CCOC(=O)C1(CC)CC(CSc2nc3ccccc3[nH]2)OC1=O (stereo not given)	-2.5%	8
O=S(=O)(c1ccc(F)cc1)c1nc(-c2ccccc2F)oc1N1CCCCC1	-5.8%	-17
O=C(/C=C/c1ccc2c(c1)OCO2)Nc1nc(-c2ccccc2)cs1	0.6%	13
c1ccc2c(N3CCCCC3)nc(N3CCOCC3)nc2c1	1.4%	12
COc1ccc(NC2CC(=O)N(c3cccc([N+](=O)[O-])c3)C2=O)cc1 (stereo not given)	-2.5%	5
Cc1ccccc1OCC(=O)NCC(=O)N/N=C/C=C/c1ccccc1	-4.4%	-3
CCc1ccc(C2c3[nH]c4ccccc4c3CCN2C(=O)c2cc(C)nn2C)cc1 (stereo not given)	2.2%	6
N#C/C(=C\c1ccccc1)c1nc2ncccc2[nH]1	-2.2%	nt
S=c1[nH]nc(-c2cnccn2)n1-c1ccccc1	2.5%	-13
CCOc1cc(CNCCO)cc(Br)c1OCc1ccccc1Cl	-0.5%	nt
CC(C)(C)c1ccc(S(=O)(=O)N2CCCCC2)cc1	-4.3%	5
NC(=O)c1nsc(C(=O)N(CC(=O)NCc2ccc3c(c2)OCO3)C2CCCC2)c1N	-0.2%	nt
Cc1onc(-c2ccccc2Cl)c1C(=O)Nc1nnc(-c2ccc(Cl)cc2Cl)s1	0.9%	-6
S=c1[nH]nc(-c2cccnc2)n1/N=C/c1ccco1	-0.7%	12
N#Cc1ccccc1OCCCNC1CCCC1	-7.5%	21
COc1ccc(C(=O)NC(=S)NC2CCSC2=O)cc1 (stereo not given)	2.0%	-11
COc1ccc2cc(CN(CC3COCCO3)S(=O)(=O)c3ccc(Cl)cc3)c(=O)[nH]c2c1 (stereo not given)	-0.1%	30
CC(C(=O)Nc1ccc(S(=O)(=O)N2CCOCC2)cc1)N1CCN(c2ccccn2)CC1 (stereo not given)	-3.4%	-10
COc1ccc(C(=O)NCCNc2ccc([N+](=O)[O-])cc2)cc1	8.8%	-5
CC(=O)Nc1ccc(NC(=O)c2ccc(-n3c(C)ccc3C)cc2)cc1	6.3%	nt
COc1ccc(CN2CCNC(=O)C2CC(=O)N(C)Cc2ccccn2)cc1OC (stereo not given)	-11%	-7
O=C(Nc1ccccn1)c1ccc(S(=O)(=O)c2ccc(Cl)cc2)cc1	4.3%	0
Cc1ccc(NC(=O)CCl)c(C)c1	-4.1%	nt
CCOC(=O)C(O)(c1ccc(N)c(OC)c1)C(F)(F)F (stereo not given)	nt	108
COc1ccc(-n2c(O)c(C(C)=NCc3ccco3)c(=O)[nH]c2=O)cc1	-4.5%	nt
COc1cc(NC(=O)COc2ccc(F)cc2)nc(OC)n1	5.9%	nt
Nc1n[nH]c(-c2ccc(Br)cc2)c1Cl	11%	-6
c1ccc(CO/N=C(\c2ccc(C3CC3)nc2)C2CC2)cc1	-3.0%	-15
O=[N+]([O-])/C=C1\CCCCCN1	11%	-6
CC1=NN(c2ccc(C(=O)OC(C)C)cc2)C(=O)/C1=C\C=C\c1ccco1	1.0%	nt
C/C(=N/O)c1c(O)c(C)c(-c2ccccc2)n(-c2ccccc2)c1=O	0.1%	nt
Nc1ccc(N2CCOCC2)c(S(=O)(=O)Nc2cc(Cl)ccc2Cl)c1	-0.8%	8
COc1ccc(OC)c(NC(=O)Cn2cc(C(=O)c3ccco3)c3ccccc32)c1	1.5%	5
O=C(CNC(=O)c1ccc(S(=O)(=O)N2CCCC2)cc1)N/N=C/c1c(Cl)cccc1Cl	4.2%	-7
C/C(=N\NC(=O)c1ccncc1)c1cccs1	-2.9%	-2
CCOC(=O)CCC(=O)NNC(=O)c1ccc(NC(=O)c2ccccc2)cc1	0.1%	-6
COc1ccc(NC(=O)C2CCCC2)cn1	2.9%	3
Cc1c(NC(=O)COc2ncnc3ccccc23)c(=O)n(-c2ccccc2)n1C	-1.5%	nt
Cn1c(=O)c2c(nc(CN3CCOCC3)n2CC(=O)c2ccccc2)n(C)c1=O	2.9%	nt
O=C(COc1ccccc1)NC1CCCCC1	2.1%	4
Cc1cc(C(=O)O)cc(Br)c1N	-1.8%	2
NC(=O)C1CCCN(C(=S)NCc2ccc3c(c2)OCO3)C1 (stereo not given)	-0.9%	10

Quoted at random: 2 compounds from above
SMILES	GlmU inhibition	RmlCD inh 1536
CCOC(=O)C1(CCOc2ccccc2)CCN(Cc2ccc3nonc3c2)CC1	5.3%	nt
Cc1ccc(C(c2nnnn2C2CCCCC2)N2CCc3ccccc32)cc1 (stereo not given)	-6.8%	7

Carrying on:
SMILES	GlmU inhibition	RmlCD inh 1536
c1ccc(CSc2nnc(SCc3ccccn3)s2)nc1	0.7%	nt
CCCNC(=O)c1cc(OC)c(OC)cc1[N+](=O)[O-]	-9.1%	-7
O=C(COC(=O)CCc1ccc(S(=O)(=O)N2CCCCC2)cc1)Nc1ccc2c(c1)OCO2	-6.1%	4
CCOC(=O)c1ccc(-n2c(C)nc3c(cnn3-c3ccc(Cl)cc3)c2=O)cc1	-2.6%	-6
COc1cc(/C=N/NC(=O)[C@H](Cc2c[nH]c3ccccc23)NC(=O)OCC(C)C)cc([N+](=O)[O-])c1O	2.0%	10
CCCCCCn1c(N2CCC(C(N)=O)CC2)nc2c1c(=O)[nH]c(=O)n2C	1.9%	nt
CN(Cc1ccccc1)C(=O)c1oc(=O)c2ccccc2c1-c1ccccc1	1.7%	1
COc1cccc(CC(NC(C)=O)C(=O)NC2CCN(S(=O)(=O)c3cccc4ccccc34)CC2)c1 (stereo not given)	2.9%	-1
CCOc1ncccc1C(=O)Nc1nnc(C)s1	-1.9%	-12
[O-][N+]1=C(c2cccs2)CN(O)C1	7.1%	nt
[O-][n+]1onc2c1CCc1c-2nc(-c2ccccc2)n1OCc1ccccc1	-2.2%	-14
COc1cc(NC(=O)c2cccs2)c(C(=O)OCC(=O)NC(=O)NCc2ccccc2)cc1OC	1.3%	-1
C=CCn1c(CC(=O)Nc2cccc(OC)c2)nnc1SCC(=O)NC1CCCCC1	1.3%	nt
O=C(COc1ccc(-c2ccccc2)cc1)N1CCN(C(=O)c2cccnc2)CC1	5.6%	45
NC(=O)N/N=C/c1cc(F)cc(F)c1	-1.9%	-8
CCOC(=O)Cn1nnc(-c2ccc(S(C)(=O)=O)cc2)n1	6.2%	2
CC(=O)c1cc(C#N)c(N2CCOCC2)nc1C	0.1%	4
Cc1cc(N2C(=O)CC(N3CCN(c4ccc(C(=O)c5cccs5)cc4)CC3)C2=O)no1 (stereo not given)	1.3%	12
C[C@@H]1NC(=O)[C@H](CCCN=C(N)N)NC(=O)c2cc([N+](=O)[O-])cc(I)c2OCC[C@@H](C(N)=O)NC1=O	-0.4%	nt
Cc1nn(-c2ccccc2)c2[nH]c(=O)c(CNCC3CCCO3)cc12 (stereo not given)	-4.2%	-2
O=C(N1CCCCC1)N1CCC(c2nc3ccccc3[nH]2)CC1	-2.5%	5
Cc1ccc(Cl)cc1N1CCN(C(=O)c2cc3c(=O)[nH]c4ccccc4c3n2C)CC1	2.4%	nt
O=c1[nH]c2cc3c(cc2cc1C(c1nnnn1Cc1ccccc1)N1CCCCCC1)OCCO3 (stereo not given)	2.4%	-7
CCN1C(=O)/C(=C\N2CCN(c3cccc(Cl)c3)CC2)SC1=S	-0.8%	nt
CCOc1cc(NC(=O)c2cccs2)c(OCC)cc1NC(=O)CCC(=O)NCCN1CCOCC1	8.1%	nt
Nc1nc(Cl)cc(Sc2ccc(F)cc2)n1	-0.2%	10
COc1ccc(-c2cc(C(=O)NCC3CCCO3)c3cc(C)ccc3n2)cc1 (stereo not given)	2.1%	-11
O=C(N/N=C/c1ccc([N+](=O)[O-])o1)c1cn(-c2ccccc2)nc1-c1ccc(Cl)cc1	-0.2%	5
Cc1cccc(NC(=O)C2CCN(S(=O)(=O)c3cccs3)CC2)c1	nt	-5
COc1ccccc1/C=N/NC1=NCCCCC1	0.2%	6
Cn1cc(SCC(=O)NCC2CCCO2)c2ccccc21 (stereo not given)	1.5%	5
Clc1ccc(-n2nnnc2-c2ccccc2)cc1	-2.2%	11
O=C(O)c1cc(-c2ccco2)nc2ccc(Br)cc12	82µM*!	39
COc1ccc(/C(N)=N/OC(=O)c2ccc([N+](=O)[O-])c(C)c2)cc1OC	1.8%	-7
O=C(N/N=C/c1cc2c3c(c1O)CCCN3CCC2)c1ccccc1O	5.0%	-16
COc1ccc(OC)c(C(=O)c2oc3ccccc3c2NC(C)=O)c1	0.8%	nt
CCN(CC)c1ccc(/C=N/Nc2nc(C)cc(=O)[nH]2)c(O)c1	2.2%	7
C=CCn1c(CCNC(=O)C(C)(C)C)nc2ccccc21	-1.3%	7
CCCNC(=O)CN1C(=O)NC(CCc2ccccc2)C1=O (stereo not given)	-1.9%	9
Cc1cc(C(=O)CN2CCCC2)c(C)n1-c1ccc(F)cc1	2.1%	nt
CN(C)/C=C/C(=O)c1ccc(S(=O)c2ccccc2)cc1 (stereo not given)	-2.7%	3
COc1ccc(OC)c(NC(=O)C(C)Oc2ccc(Br)cc2)c1 (stereo not given)	-1.8%	6
O=c1cc[nH]c2c(Cl)cccc12	18%*	43
CC(=O)c1ccc(N2CCCCCC2)c(F)c1	2.6%	nt
CCOc1ccc(NC(=O)CCn2c(=O)[nH]c3ccsc3c2=O)cc1	4.2%	nt
COc1ccc2c(c1OC)CN1CCc3cc4c(cc3[C@@H]1[C@@H]2O)OCO4	3.7%	nt
COc1ccc(OC)c(NC(=O)CSc2ncccc2C(=O)O)c1	4.2%	6
CC(=O)c1cc2c(cc1NC(=O)Nc1cccc(Cl)c1)OCCO2	-4.0%	-21
CC(=O)Nc1ccc2c(COC(=O)CC3Sc4ccccc4NC3=O)cc(=O)oc2c1 (stereo not given)	4.3%	3
O=C1NC(=S)N(c2ccccc2)C(=O)C1C(c1ccncc1)C1C(=O)NC(=S)N(c2ccccc2)C1=O (stereo not given)	0.6%	4

Ten structures from above, arranged by count of non-hydrogen atoms, lowest first:
SMILES	GlmU inhibition	RmlCD inh 1536
O=c1cc[nH]c2c(Cl)cccc12	18%*	43
CC(=O)c1ccc(N2CCCCCC2)c(F)c1	2.6%	nt
C=CCn1c(CCNC(=O)C(C)(C)C)nc2ccccc21	-1.3%	7
CCCNC(=O)CN1C(=O)NC(CCc2ccccc2)C1=O (stereo not given)	-1.9%	9
COc1ccc(OC)c(NC(=O)C(C)Oc2ccc(Br)cc2)c1 (stereo not given)	-1.8%	6
COc1ccc(OC)c(NC(=O)CSc2ncccc2C(=O)O)c1	4.2%	6
COc1ccc(OC)c(C(=O)c2oc3ccccc3c2NC(C)=O)c1	0.8%	nt
COc1ccc2c(c1OC)CN1CCc3cc4c(cc3[C@@H]1[C@@H]2O)OCO4	3.7%	nt
CC(=O)Nc1ccc2c(COC(=O)CC3Sc4ccccc4NC3=O)cc(=O)oc2c1 (stereo not given)	4.3%	3
O=C1NC(=S)N(c2ccccc2)C(=O)C1C(c1ccncc1)C1C(=O)NC(=S)N(c2ccccc2)C1=O (stereo not given)	0.6%	4

More compounds
SMILES	GlmU inhibition	RmlCD inh 1536
c1ccc2sc(N3CCN(Cc4nnnn4CC4CCCO4)CC3)nc2c1 (stereo not given)	-1.9%	-2
Cc1ccc(C(=O)O/N=C(\N)Cc2ccc([N+](=O)[O-])cc2)c(Cl)c1	4.1%	-16
O=[N+]([O-])c1ccc(CSc2nc3ccccc3o2)cc1	3.2%	-9
O=C(c1ccc(S(=O)(=O)Cc2ccccc2F)c([N+](=O)[O-])c1)N1CCCCCC1	2.8%	-11
CC1CN(C(=O)C2CC2)C(C)CN1C(=O)C1CC1 (stereo not given)	4.5%	7
CC(C)COC(=O)N(C)c1ccc(C(O)(C(F)(F)F)C(F)(F)F)cc1	6.0%	-4
COc1ccc(C)cc1NC(=O)c1ccccc1NS(=O)(=O)c1cccc2cccnc12	-2.0%	-12
C/C(=N\NC(=S)NC(C)C)c1ccc(-n2ccnc2)cc1	-1.4%	5
COc1ccccc1/C=N/N1C(=O)c2cccc3cccc(c23)C1=O	1.1%	-9
CC(C)(C)CC(=O)Nc1ccc(C(N)=O)cc1	0.9%	nt
CCOC(=O)c1c(NC(=O)COc2cccc3c2CCN(C)C3=O)sc2c1CCC2	2.7%	0
C=CCN(C(=O)CNC(=O)c1ccco1)C(C(=O)NC1CCCCC1)c1ccc(OC)cc1 (stereo not given)	0.1%	nt
Cc1cn([C@H]2C[C@H](N=[N+]=[N-])[C@@H](CO)O2)c(=O)[nH]c1=O	-5.1%	nt
CCOC(=O)CNC(=O)CN1C(=O)CC(c2ccccc2)S(=O)(=O)c2ccccc21 (stereo not given)	-0.7%	-9
CCOC(=O)C1(Cc2ccccc2)CCN(Cc2cnn(CC)c2)CC1	2.5%	-10
CCNc1nc(Oc2ccc(=O)[nH]n2)nc(SC)n1	1.8%	16
CCCSc1nc(C)c(CC(=O)O)c(=O)[nH]1	-0.9%	nt
Cc1onc(-c2ccccc2)c1C(=O)N1CCN(S(=O)(=O)c2ccc3c(c2)OCCO3)CC1	9.7%	8

This is a subset; the hit share may differ from the screen's.
